Screening data from PubChem BioAssay.
PERK inhibitor = block of dimerizer-induced PERK translation repression, primary screen, PERK inhibitor project, CHO PERK-DD cells, SEAP luminescence, HTS; CHO PERK-DD fusion, SEAP luminescence translation reporter; inhibition, % at 5.6 µM; hit rate 0.17% among 220,000;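 active means inhibition above the mean inhibition of all tested compounds plus 3 SD, set separately per screening campaign, cut at about 2.9% in these data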;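 further: PERK kinase domain activated by AP20187 dimerizer at 100 nM; 0% = DMSO with dimerizer and 100% = rapamycin at 8.4 µM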
FXIa inh 1536 = human FXIa protease inhibitors, primary screen, biochemical, 1536-well; purified FXIa, Boc-Glu-Ala-Arg-AMC fluorogenic substrate; AID 798, 2007; inhibition, % at 5 µM; hit rate 0.14% among 220,000;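 active means inhibition of at least 40%; inactive means inhibition below 40%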;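 further: fluorescence of freed AMC excited at 355 nm; 0% = enzyme without compound and 100% = no enzyme blank; many of its hits are not listed in these tables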
Cl transport mod = KCC2 cotransporter modulators, thallium flux, primary screen, cell-based, HEK293 KCC2, FluoZin-2 fluorescence, MLSMR; Solute carrier family 12 member 5 (Homo sapiens), Q9H2X9; KCC2 cells, thallium flux FluoZin-2 fluorescence; B-score of Tl+ flux slope (higher = more flux/activation; lower = inhibition) at 10 µM; hit rate 2.2% among 190,000; AID 1456, 2008;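 active means thallium flux slope and its plate-corrected score both differing from the plate sample mean at a set confidence after two filtering rounds, in either direction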;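 further: slope of fluorescence scaled to starting intensity during 10 to 20 s after thallium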
p97 ATPase inh = inhibitors of human p97 ATPase, primary screen, biochemical. recombinant p97 ATPase, Kinase-Glo ATP luminescence, 3 h. inhibition, % at 8 µM. hit rate 0.42% among 220,000; in the data active means inhibition above about 15%;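 further: 0% = DMSO vehicle and 100% = wells lacking enzyme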
Target sequence (P55072 whole entry, looked up): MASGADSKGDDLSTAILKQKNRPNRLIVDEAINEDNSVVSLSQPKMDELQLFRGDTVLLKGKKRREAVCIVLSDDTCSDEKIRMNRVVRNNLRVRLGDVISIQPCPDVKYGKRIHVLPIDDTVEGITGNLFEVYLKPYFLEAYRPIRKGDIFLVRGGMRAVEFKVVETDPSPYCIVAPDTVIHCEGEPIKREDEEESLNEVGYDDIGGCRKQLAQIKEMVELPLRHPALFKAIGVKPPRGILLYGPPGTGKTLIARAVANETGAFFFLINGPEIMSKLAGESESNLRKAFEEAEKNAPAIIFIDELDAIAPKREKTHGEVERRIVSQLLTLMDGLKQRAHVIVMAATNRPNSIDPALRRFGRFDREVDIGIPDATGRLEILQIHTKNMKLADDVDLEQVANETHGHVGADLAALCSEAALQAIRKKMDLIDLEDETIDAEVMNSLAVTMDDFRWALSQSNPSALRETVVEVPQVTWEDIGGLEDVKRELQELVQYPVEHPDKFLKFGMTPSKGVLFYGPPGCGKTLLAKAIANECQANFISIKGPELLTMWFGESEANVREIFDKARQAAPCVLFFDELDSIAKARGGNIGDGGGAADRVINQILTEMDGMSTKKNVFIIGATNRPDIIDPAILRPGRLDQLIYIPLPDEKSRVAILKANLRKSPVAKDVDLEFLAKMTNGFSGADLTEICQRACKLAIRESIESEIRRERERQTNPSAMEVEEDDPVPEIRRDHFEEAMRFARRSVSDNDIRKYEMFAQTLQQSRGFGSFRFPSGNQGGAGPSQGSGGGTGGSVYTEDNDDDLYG
Furin inhibitor = human furin inhibitors, primary screen, biochemical, fluorescence intensity. P09958. purified furin, fluorogenic substrate cleavage. inhibition, % at 30 µM. hit rate 0.061% among 220,000. AID 463115, 2010; in the data active means inhibition above about 25%; further: inactives centre near -15
Wee1 degr inh = Wee1 degradation inhibitors, primary screen, cell-based, HeLa, Wee1K328M-luciferase, luminescence; Wee1-like protein kinase (Homo sapiens), P30291; hit rate 1.2% among 220,000; reporter increase, % at 5 µM; HeLa Luc-Wee1K328M stability; 100% = proteasome inhibitor MG132 effect; AID 1321, 2008;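 active means activation above the mean of all tested compounds plus 3 SD, set per screening run, cut at about 8.8% in these data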;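 further: cells exposed to compound for 20 h before luminescence read; 0% = DMSO alone and 100% = MG132 at 30 µM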
KLK5 inh = human KLK5 protease inhibitors, primary screen, biochemical, 1536-well | Kallikrein-5 (Homo sapiens), Q9Y337 | recombinant hK5, fluorogenic AMC substrate cleavage | inhibition, % at 5 µM | hit rate 0.59% among 210,000 | AID 873, 2007;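 active means inhibition of 40% or more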;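 further: 0% = enzyme controls without compound and 100% = no-enzyme blanks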
Target sequence (Q9Y337 67-293 limits assumed): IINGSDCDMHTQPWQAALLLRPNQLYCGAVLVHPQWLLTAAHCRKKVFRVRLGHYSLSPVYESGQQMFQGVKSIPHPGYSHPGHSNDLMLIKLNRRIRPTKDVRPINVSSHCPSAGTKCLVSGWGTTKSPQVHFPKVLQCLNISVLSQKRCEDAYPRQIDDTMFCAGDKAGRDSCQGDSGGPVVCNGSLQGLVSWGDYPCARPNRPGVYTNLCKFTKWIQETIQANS
Thrombin inh = human alpha-thrombin inhibitors, primary screen, counter-screen for coagulation protease inhibitor project, biochemical, 1536-well, fluorogenic AMC substrate; Prothrombin (Homo sapiens), P00734; Boc-VPR-AMC fluorogenic substrate cleavage; inhibition, % at 5 µM; hit rate 0.26% among 220,000; AID 1046, 2008;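 active means inhibition at or above 40%; inactive means inhibition below 40%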;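 further: 0% = enzyme with no compound and 100% = wells without enzyme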
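System: Human alpha-thrombin protein | Medium: pH 7.5 Tris (50 mM) with NaCl 150 mM, Tween 20 0.05% | Times: Enzyme reaction carried out at room temperature | Detection: AMC fluorescence, 355/460 nm | Evaluation: Percent inhibition scaled between no-compound controls and no-enzyme blanks | Benchmarks: Enzyme without compound as high, wells lacking enzyme as low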
FXIIa inh = human FXIIa protease inhibitors, primary screen, biochemical, 1536-well | hit rate 0.3% among 220,000 | inhibition, % at 5 µM | Coagulation factor XII (Homo sapiens), P00748 | purified FXIIa, Boc-QGR-AMC fluorogenic substrate, 2 h | AID 800, 2007; in the data active means inhibition above about 40%;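 further: 0% = enzyme with no compound and 100% = blank without enzyme; many of its hits are not listed in these tables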
* = called active by the depositor; / = no result given; [ ] = another dose, or the depositor's remark.

SMILES	PERK inhibitor	FXIa inh 1536	Cl transport mod	p97 ATPase inh	Furin inhibitor	Wee1 degr inh	KLK5 inh	Thrombin inh	FXIIa inh
Cc1ccnc(NS(=O)(=O)c2ccc(NC(=O)c3ccc(N4C(=O)CCC4=O)cc3)cc2)n1	0.7	5.9	-1.29	3.8	-15.1	-1.9	-18.3	-1.5	9.5
CNC(=S)N1N=C(c2ccccc2)CC1c1ccccc1Cl (stereo unspecified)	2.5	-0.7	0.831	3.2	-13.9	1.6	/	-3.9	3.8
Cc1cc(NC(=O)CSc2nc(-c3ccccc3)cs2)no1	0.8	-1.5	-1.21	0.9	-17.1[20 µM]	0.4	-9.8	-10.1	9.2
CCN(CC(=O)Nc1ccc(N2CCOCC2)cc1)C(=O)COc1ccccc1OC	1.9	1.7	0.8	2.2	-17.4	0.2	1.5	2.9	13.4
Cc1ccc(Cl)cc1N1CCN(CC(O)COC(C)C)CC1 (stereo unspecified)	0.2	4.0	0.351	-1.2	-10.4	2.3	5.5	0.8	12.3
O=C(O)C1CCCN(S(=O)(=O)c2ccc(Cl)s2)C1 (stereo unspecified)	0.1	-0.7	-0.616	-2.5	-21.9	-1.8	-27.2	-6.6	3.1
O=C(/C=C/c1ccc(S(=O)(=O)N2CCOCC2)cc1)NC(=S)NCCCn1ccnc1	-0.9	-7.1	0.0217	3.0	-16.8	-2.7	-8.4	-3.2	1.8
CCOC(=O)c1cn(CC(=O)Nc2ccc(C(C)C)cc2)nn1	-0.3	-20.6	/	-8.3	-15.2	0.2	5.9	-0.1	17.8
Cc1ccc(-n2c(N)c(C(N)=O)sc2=S)c(C)c1	1.4	-8.6	/	4.8	-0.8	-4.3	-0.5	-8.7	-4.2
Cc1ccc2cc(CN(CCCN(C)C)C(=O)NCc3ccccc3)c(=O)[nH]c2c1C	-1.7	2.6	0.0871	-2.2	-6.9	-1.4	-8.2	0.9	15.7
CCCCn1c(CNC(=O)CCC)nc2ccccc21	0.2	-0.1	-0.00832	0.8	-6.5	0.6	-5.4	3.3	4.8
CCC(=NCc1ccccc1)C1=C(O)C(C(=O)OC)C(C)(C)CC1=O (stereo unspecified)	-0.8	-0.5	/	2.8	-1.7	-0.1	-19.9	-5.9	8.8
Cc1ccc(/C=C/C(=O)Nc2ccc(Oc3ccccc3)cc2)o1	0.4	6.9	-2.47	0.8	-8.2	14.9*	-11.2	-1.5	6.8
CCc1cccc(NC(=O)Cn2c(-c3ccccc3)cc(C(C)=O)c2C)c1	0.0	-5.0	-0.0449	-4.1	-4.4	-0.6	-13.6	-11.9	3.8
O=C(CSc1nnc(-c2cccc(S(=O)(=O)N3CCCCC3)c2)o1)NCCC1=CCCCC1	0.2	1.9	0.961	-2.2	-19.4	-2.2	-5.0	-1.5	3.1
CC1=CC(=O)N(c2cccc(C(F)(F)F)c2)C1c1ccc(Cl)cc1 (stereo unspecified)	-0.4	5.0	-0.329	2.3	-6.9	1.2	-1.7	1.5	13.7
CCCn1c(=NC(C)=O)c(C(=O)OCC)cc2c(=O)n3ccccc3nc21	-0.8	-5.3	/	-0.3	-222.8	-0.6	-266.9	-6.0	-4.1
CCOC(=O)c1ccc(NC(=O)C2C3CCC(C3)C2C(=O)O)cc1 (stereo unspecified)	0.3	-8.5	0.741	2.1	-24.2[20 µM]	-2.3	-12.6	-10.2	-0.5
O=C(CCc1ccc(O)cc1)NNC(=S)NCCc1ccccc1	1.4	-3.9	/	7.7	-11.2	-0.2	-8.5	-8.4	-0.5
COc1ccc(NS(=O)(=O)c2ccc(N3CCOCC3)c(NC(=O)c3ccc(F)cc3)c2)cc1	-0.8	5.2	1.49	10.1	-13.4	-2.3	-16.4	-9.2	4.7

Single records (already shown).
CNC(=S)N1N=C(c2ccccc2)CC1c1ccccc1Cl (stereo unspecified) in the list: PERK inhibitor: 2.5; FXIa inh 1536: -0.7; Cl transport mod: 0.831; p97 ATPase inh: 3.2; Furin inhibitor: -13.9; Wee1 degr inh: 1.6; KLK5 inh: /; Thrombin inh: -3.9; FXIIa inh: 3.8
CCc1cccc(NC(=O)Cn2c(-c3ccccc3)cc(C(C)=O)c2C)c1 in the list: PERK inhibitor: 0.0; FXIa inh 1536: -5.0; Cl transport mod: -0.0449; p97 ATPase inh: -4.1; Furin inhibitor: -4.4; Wee1 degr inh: -0.6; KLK5 inh: -13.6; Thrombin inh: -11.9; FXIIa inh: 3.8

More entries
SMILES	PERK inhibitor	FXIa inh 1536	Cl transport mod	p97 ATPase inh	Furin inhibitor	Wee1 degr inh	KLK5 inh	Thrombin inh	FXIIa inh
Cc1cccc(NC2=C(Cl)C(=O)OC2OC(C)C)c1 (stereo unspecified)	0.8	1.1	0.0536	-4.5	-18.0	-2.5	26.6	8.7	8.7
O=C(CSc1nc2ccccc2n1Cc1ccc(Cl)cc1)N/N=C/c1ccc(C(=O)O)cc1	0.4	-0.5	0.911	-0.6	-10.3	1.9	15.1	0.0	7.3
CCOC(=O)C(C)(C)C(=O)C(C)(C)C(O)c1ccccn1 (stereo unspecified)	0.2	-4.1	1.63	0.2	-21.2	-1.1	15.4	15.1	9.9
CCN(CC)CCCNc1oc(/C=C/c2ccccc2)nc1C#N	-1.4	-36.3	-0.242	2.6	-361.8	-0.7	-40.7	-7.4	-66.1
O=C(O)Cc1ccc(NCc2ccccc2Cl)cc1	-0.2	-1.1	0.365	-2.5	-13.4	-0.7	-4.1	-6.9	-1.2
O=C(CCc1nc(-c2ccccc2)no1)NC1CCCCC1	0.4	1.2	-1.38	-2.2	-14.7[20 µM]	-1.9	2.8	-4.8	6.6
CCCN1Cc2cccc(C(=O)NC(C)c3cccs3)c2C1=O (stereo unspecified)	-1.0	2.6	-1.29	-2.0	-8.3[20 µM]	0.8	-10.9	2.9	14.4
Cc1ccn2cc(CNC(=O)c3cccs3)nc2c1	-0.1	-13.5	/	0.4	-28.9	-0.9	-20.0	-10.7	-4.5
Cc1ccccc1Cn1ccc(=NCc2ccccc2)cc1	0.9	1.6	-0.282	-3.6	-9.9	-4.0	-11.3	-0.6	1.7
COCCOC(=O)c1[nH]c2c(c1C)C(=O)C(C(=O)OC)C(C)C2 (stereo unspecified)	0.9	3.0	/	2.7	-28.9	3.8	16.1	8.7	13.4
CCCCN(CC)Cc1ccc(CNC(=O)Nc2ccccc2)o1	-0.4	-11.5	1.22	2.6	-25.3[20 µM]	0.5	-1.1	-7.3	-14.3
CCOC(=O)Cc1csc(NC(=O)c2csc3c2CCCC3)n1	-0.7	5.9	-0.739	1.6	-12.2	0.8	-0.7	8.0	12.3
Cn1c(=O)c2c(nc(SCCCC#N)n2Cc2ccccc2F)n(C)c1=O	-0.1	4.1	-0.105	-1.0	-10.4	0.1	-21.8	-3.0	12.9
Cn1ncc(Cl)c1C(=O)Nc1cccc(Cl)c1	2.2	18.5	1.09	-0.7	30.0*[20 µM]	1.0	-11.7	0.2	30.8
C=CCNC(=O)c1ccccc1NC(=O)COc1ccc(OC)cc1	0.3	-5.9	-0.19	2.3	-13.9	3.8	-20.7	-1.9	-1.4
COc1ccc(-c2nn(-c3ccccc3)cc2/C=N/Nc2ccc(Cl)c(C(=O)O)c2)cc1OC	-0.3	1.8	0.265	-4.4	-14.3	-1.9	2.0	-7.8	7.3
COc1ccc(S(=O)(=O)NCc2ccccc2Cl)cc1OC	0.8	-2.7	-0.0465	8.6	-18.6	0.5	-6.8	-5.7	8.0
O=C(/C=C/c1ccccc1)OCc1cncs1	1.2	-7.2	0.557	1.8	-20.3	4.3	-12.7	-1.4	1.9
COc1ccc(-c2nc(N)sc2C2(O)C(=O)Nc3c(Br)cc(F)cc32)cc1OC (stereo unspecified)	0.6	-3.3	0.226	6.0	-15.4	-1.4	-7.1	-4.4	2.6
c1ccc(OCCOc2ncnc3sccc23)cc1	-0.7	7.6	1.13	5.1	-12.3[20 µM]	3.2	5.2	-5.6	10.7
O=C(O)c1cc(Cl)c(Cl)cc1C(=O)Nc1cccc2cccnc12	1.3	4.0	-0.85	7.7	-1.9	-0.4	-5.3	-4.3	4.6
O=C(Cn1cnc2c(nnn2-c2cccc(Cl)c2)c1=O)N1CCCC1	-0.1	-2.9	0.48	2.1	-24.9	3.6	0.0	-3.2	4.5
CCCCN1C(=O)N(C)C2C1N(C)C(=O)N2CCCC (stereo unspecified)	0.5	19.6	-0.338	-0.6	-9.8[20 µM]	0.2	-5.9	3.4	33.2
CCCC(=O)OCC(=O)Nc1cc([N+](=O)[O-])ccc1OC	0.4	-3.3	0.468	4.0	-19.5	0.4	-1.2	-3.1	1.8
CN1C(=O)/C(=C/C=C2\SCCN2C)N(C)C1=S	1.5	-0.1	1.14	2.0	10.4	3.4	-2.0	10.9	6.0
CCOC(=O)Cc1csc(NC(=O)CC(C)(C)CC(=O)O)n1	1.2	59.1*	-0.0485	-7.8	-2.1	-1.2	50.0*	10.3	25.4
CCN(CC)S(=O)(=O)c1ccc(/C=C/C(=O)OCC(=O)c2c(N)n(C)c(=O)n(C)c2=O)cc1	0.2	2.2	0.451	-4.0	-26.7	0.8	4.6	1.2	12.4
CN1CCN(c2oc(-c3cccs3)nc2S(=O)(=O)c2ccccc2)CC1	0.3	9.3	0.576	2.5	-12.1	0.5	28.0	39.6	-1.4
CCOC(=O)Cn1nc(C)n(-c2ccc(F)cc2)c1=O	0.5	-6.2	1.67	0.1	-35.8	2.1	-24.1	1.9	-8.0
CC1CCN(CCC(=O)Nc2ccc(Cl)cc2)CC1	-0.3	-2.9	1.24	10.0	-28.3	-1.7	-3.2	-0.1	8.8
COc1ccc(NC(=O)C2(c3ccc(NC(=O)c4ccc(OC)cc4)cc3)CCCC2)cc1	0.6	1.3	1.35	8.7	-23.9	2.7	-5.2	-4.7	12.4
Cc1cccc(C(=O)NCc2nnc(SCC(=O)N3CCN(c4ccccc4)CC3)n2C)c1	0.5	/	0.7	-5.0	-15.1[20 µM]	-3.2	/	/	/
CCN(C(=O)COC(=O)c1ccccc1NC(=O)c1ccco1)C1CCS(=O)(=O)C1 (stereo unspecified)	0.9	-2.4	-0.125	0.8	-15.8	0.6	-7.4	2.5	7.7
CCSc1nnc(-c2cccnc2)n1-c1ccc(C)c(Cl)c1	-1.5	-6.3	/	3.8	-20.2[20 µM]	2.2	-25.5	-4.1	2.8
Cn1nccc1C(=O)N1CCc2ccccc21	1.6	7.2	0.809	1.3	-2.2[20 µM]	-1.1	-9.9	-1.5	16.4
CC(=O)c1cccc(OCC(=O)c2cc(C)n(-c3cc(C)on3)c2C)c1	-1.0	-3.7	0.117	-10.1	-5.2	-1.4	-18.1	-3.0	9.8
COC(=O)Cc1c(C)[nH]n(-c2cc(Cl)cc(Cl)c2)c1=O	0.6	-1.8	0.53	1.6	-25.5	3.0	-0.7	3.0	10.8
COc1ccc(OCC(=O)N2CC3(C)CC2CC(C)(C)C3)cc1 (stereo unspecified)	-0.9	1.9	-0.165	-2.3	-14.6[20 µM]	-1.0	-5.9	-6.7	10.8
